HT1080NT lethal – kills 2HG-producing HT-1080-NT fibrosarcoma cells | HT-1080-NT fibrosarcoma viability, CellTiter-Glo ATP luminescence, 48 h | Potency, µM (top dose mostly 46.1 µM), inactives show at the top dose activity, negative = less viability, most hits filed as cytotoxic | actives 1.6% (n = 360,000);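 note: NT is the 2HG producing partner of a matched IDH1 knockdown line; potency is the fitted concentration of half-maximal effect; 0% = DMSO-treated cells and -100% = media-only wells without cells; nearly all actives have a fitted effect of over 55% in size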
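Viability by CellTiter-Glo luminescence after 48 h compound exposure at 37C of HT-1080-NT cells (750/well, RPMI, 5% FBS). % activity scaled between DMSO wells and medium-only wells, then curve-fitted and categorized by curve class.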
MCF10A rereplic – DNA re-replication induction in MCF 10a cells; actives 2.9% (n = 350,000); MCF 10A DNA re-replication, Hoechst nuclear intensity, 48 h; Potency, µM (top dose mostly 46.1 µM), for the others: at the top dose activity, positive = re-replication, actives largely listed as activators; note: potency is the fitted concentration of half-maximal effect; % of control where 0% means no effect; nearly all actives have a fitted effect of over 50% in size
SW480 rerep – induces DNA re-replication in SW480 colon adenocarcinoma cells; Potency, µM (titrated, usually from 46.1 µM), without a hit: at the highest dose re-replication activation, hits mostly activators; SW480 DNA re-replication, Hoechst DNA content imaging, 48 h; actives 1.8% (n = 340,000); note: potency is the fitted concentration of half-maximal effect; % of control where 0% means no effect; nearly all actives have a fitted effect of over 55% in size
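Treated cells incubate 48 hr (37 C, 5% CO2), are stained 40 min with Hoechst, and nuclear fluorescence is enumerated; a rise in nuclei with high DNA signal marks re-replication.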
ATXN2 expr inh – inhibitors of ATXN2 expression | HEK-293 ATXN2-luciferase reporter, luminescence, 24 h | Potency, µM (series often up to 57 µM), for inactives: at the highest dose activity change, negative = inhibition, actives largely listed as inhibitors | actives 0.72% (n = 360,000) | AID 1745845; note: potency is the fitted concentration of half-maximal effect; % is set by controls: 0 for no effect and ±100 for the full control effect; nearly all actives have a fitted effect of over 55% in size
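ATXN2-luciferase reporter cells (luciferase flanked by upstream and downstream ATXN2 gene portions) were treated 24 h at 37 °C with compounds at up to 57 uM. SteadyGlo luminescence gave expression; GF-AFC fluorescence gave viability.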
KB-V1 cytotox – KB-V1 MDR subline cytotoxicity | KB-V1 MDR cells viability, CellTiter-Glo, 72 h | Potency, µM (top dose mostly 46.1 µM), inactives show at the top dose activity change, negative = cytotoxicity, most hits filed as cytotoxic | actives 3.4% (n = 400,000); note: potency is the fitted concentration of half-maximal effect; % is set by controls: 0 for no effect and ±100 for the full control effect; nearly all actives have a fitted effect of over 60% in size
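Potencies derive from concentration-effect curves fitted to normalized luminescence (CellTiter-Glo) of KB-V1 cells treated for 72 h at 37 degrees C in phenol-red-free DMEM containing 10% FBS.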
HT1080 IDH1KD tx – toxicity to HT-1080 IDH1 knockdown cells (counter line). HT-1080 IDH1 knockdown viability, ATP luminescence, 48 h. Potency, µM (series often up to 46.1 µM), inactives show top-dose activity, negative = toxicity, actives largely listed as cytotoxic. actives 2% (n = 360,000). AID 686971;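 note: potency is the fitted concentration of half-maximal effect; 0% = DMSO wells and -100% = cell-free medium wells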
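CellTiter-Glo luminescence after 48 h compound exposure at 37 degrees C of IDH1-knockdown HT-1080 cells in 5% FBS RPMI. %Activity scaled between DMSO wells and cell-free media wells, with curves fitted and assigned curve classes.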
ATXN viability – viability counter-screen for ATXN expression inhibitors; S2 cells (HEK-293 line with an ATXN2-luciferase reporter) viability, CellTiter-Fluor protease fluorescence, 24 h; Potency, µM (titrated, usually from 56.7 µM), actives largely listed as cytotoxic; actives 0.49% (n = 400,000); AID 651635; note: potency is the fitted concentration of half-maximal effect; nearly all actives have a fitted effect of over 40% in size
IL1B secr inh – blocks inflammasome-driven IL-1 beta release. THP-1 LPS/ATP IL-1B secretion, AlphaLISA, 16 h; active compounds read low. activity change, % at 57.5 µM. actives 4.7% (n = 360,000). AID 743279; in the data active = activity change below about -50%; inconclusive = mostly about -30% to -49%; note: % is set by controls: 0 for no effect and ±100 for the full control effect
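THP-1 cells pretreated 1 hr with compounds (up to 57.5 uM final), then stimulated with LPS (250 ng/mL final) plus ATP (1.25 mM final); secreted IL-1B measured by AlphaLISA after 16 hr, decreased signal indicating inhibition.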
KB-3-1 tox – KB-3-1 parental cell cytotoxicity; Potency, µM (top dose mostly 46.1 µM), for the others: top-dose activity change, negative = cytotoxic, hits mostly cytotoxic; AID 1347075; KB-3-1 viability, CellTiter-Glo ATP luminescence, 72 h; actives 1.4% (n = 400,000); note: potency is the fitted concentration of half-maximal effect; % is set by controls: 0 for no effect and ±100 for the full control effect; nearly all actives have a fitted effect of over 60% in size
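Cytotoxicity in the drug-sensitive parental line KB-3-1 was scored as loss of CellTiter-Glo luminescence following 72 h incubation with compound. Values come from curve fitting of normalized concentration-response data.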
* hit, by the source's call; i = inactive; ? = inconclusive; nt = no result given; [ ] = remark or other dose. Unless noted, calls come from the whole dose curve; as a rule, active = well fitted curve in the direction sought with a large enough effect; inconclusive = small, poorly fitted or top-dose-only effect, or another doubt; inactive = no such curve, though single readings can be large; an effect the other way counts as inactive or inconclusive. The order is random; overall some 11% were active at least once.

SMILES	HT1080NT lethal	MCF10A rereplic	SW480 rerep	ATXN2 expr inh	KB-V1 cytotox	HT1080 IDH1KD tx	ATXN viability	IL1B secr inh	KB-3-1 tox
CC(=O)OCC1OC(n2c(-c3ccc(Cl)cc3)ccc(C#N)c2=S)C(OC(C)=O)C(OC(C)=O)C1OC(C)=O (configuration not stated)	2%	-2%	0%	21%	-22%	18%	?	17	9%
CC12CCC(c3c(C(=O)O)nn(-c4ccc(F)cc4)c31)C2(C)C (configuration not stated)	2%	-4%	?	-6%	21%	-2%	i	10	16%
Cc1ccc(NCc2nnc(SCC(=O)N3CCCc4ccccc43)o2)c(C)c1	-9%	12%	-1%	-15%	-19%	?	i	-20	0%
O=C(NNC(=O)c1cc(Cl)ccc1O)c1cccs1	-28%	-3%	21µM*	2%	-5%	?	i	29	4%
Cc1ccc(S(=O)(=O)N2CCOCC2)cc1C(=O)c1nccn1C	7%	1%	-2%	-20%	-11%	9%	i	5	5%
COC(=O)c1nn(-c2ccc3c(c2)OCO3)cc1O	?	4%	1%	-28%	5%	?	i	12	-14%
O=C(CCCCCNc1nc(=S)[nH]c2ccccc12)NCCC1=CCCCC1	9%	?	8%	-21%	?	16%	i	32	?
O=C(Nc1cccc(-c2cccc(Cl)c2)c1)C1CCN(CC2CCOC2)CC1 (configuration not stated)	18µM*	15%	37%	-23%	-1%	?	i	-25	?
CC[C@]1(c2ccccc2)C(=O)N(C(=O)OC)N1C(=O)OC	4%	-5%	-1%	2%	-20%	6%	i	-81*	-5%
O=P1(Nn2cnnc2)C=C(c2ccccc2)OC(c2ccccc2)=C1	-3%	-13%	0%	2%	12%	5%	i	-7	2%
COc1ccc(NC(=O)CCC(=O)c2cccs2)c(OC)c1	7%	0%	-28%	44%[activator]	-7%	7%	i	2	2%
CC(=O)n1cc([C@H]2C=C(C(=O)O)O[C@@H](OCCCCO)C2)c2ccccc21	1%	4%	-15%	-3%	?	3%	i	4	20%
Cc1c(Br)c([N+](=O)[O-])nn1CC(=O)Nc1ccccn1	-3%	1%	-8%	19%	21%	1%	i	32	-2%
COc1ccc(NC(=O)c2ccc(S(=O)(=O)N(C)c3ccccc3)cc2)cc1S(=O)(=O)N1CCOCC1	?	nt	nt	nt	-23%	?	?	34	?
Cc1cc(=O)oc2c3c(cc(OCC(=O)N4CCC(C(=O)O)CC4)c12)OC(C)(C)CC3	-1%	10%	-29%	-6%	7%	2%	i	14	0%
Cc1ccc(S(=O)(=O)C2(C(=O)NC3CCCCC3C)CC2)cc1 (configuration not stated)	12%	-6%	6%	-1%	-12%	13%	i	21	15%
O=C(NCC1CCCO1)c1ccccc1-c1nc(-c2ccccc2)no1 (configuration not stated)	-5%	9%	-4%	0%	-7%	0%	i	-5	-4%
COc1ccc(CN2CCN(c3ccccc3OC)CC2)c(OC)c1	-17%	-1%	-1%	nt	-25%	-20%	i	2	-6%
N#Cc1ccc(C(=O)OCC(=O)NC(=O)NC2CCCCC2)cc1	12%	-4%	-4%	-5%	?	13%	i	-13	14%
CCOC(=O)N1CCN(C(=O)c2cccc(S(=O)(=O)Nc3ccc(OC)cc3)c2)CC1	2%	3%	-8%	5%	11%	3%	?	13	1%

Given in CSV form: part of the list above
SMILES,HT1080NT lethal,MCF10A rereplic,SW480 rerep,ATXN2 expr inh,KB-V1 cytotox,HT1080 IDH1KD tx,ATXN viability,IL1B secr inh,KB-3-1 tox
O=C(NNC(=O)c1cc(Cl)ccc1O)c1cccs1,-28%,-3%,21µM*,2%,-5%,?,i,29,4%
Cc1ccc(S(=O)(=O)N2CCOCC2)cc1C(=O)c1nccn1C,7%,1%,-2%,-20%,-11%,9%,i,5,5%
COC(=O)c1nn(-c2ccc3c(c2)OCO3)cc1O,?,4%,1%,-28%,5%,?,i,12,-14%
O=C(CCCCCNc1nc(=S)[nH]c2ccccc12)NCCC1=CCCCC1,9%,?,8%,-21%,?,16%,i,32,?

More entries
SMILES	HT1080NT lethal	MCF10A rereplic	SW480 rerep	ATXN2 expr inh	KB-V1 cytotox	HT1080 IDH1KD tx	ATXN viability	IL1B secr inh	KB-3-1 tox
CC(=O)Nc1ccc(N2S(=O)(=O)c3ccccc3S2(=O)=O)cc1	0%	0%	-2%	-7%	16%	-10%	?	6	3%
CSc1nnc(NC(=O)c2cccc(S(=O)(=O)N3CCOCC3)c2)s1	4%	12%	-5%	7%	-2%	19%	i	0	-8%
COC(=O)c1c(-c2ccccc2)csc1N1C(=O)Nc2ccccc2N1O	-4%	-7%	0%	2%	?	-2%	i	-5	-10%
CN1/C(=C/C(=O)C2CC2)C(C)(C)c2ccccc21	2%	-14%	8%	-16%	-22%	-4%	i	40	-2%
COc1ccc(-c2ccc(C(=O)NCc3ccncc3)c3occc23)c(C)c1	-30%	nt	nt	0%	-15%	?	?	-29	-2%
Oc1ccc(/C=N/Nc2nc(-c3cccnc3)nc3ccccc23)c(O)c1	?	?	?	-19%	2%	?	i	-13	-4%
CC1Cc2nc(SCC(=O)Nc3ccccc3F)n(C)c(=O)c2S1 (configuration not stated)	3%	-11%	5%	6%	-66%	1%	i	11	1%
COc1ccccc1N1CCN(C(=O)Cn2cnc3onc(-c4ccc(F)cc4)c3c2=O)CC1	nt	nt	nt	-10%	18%	nt	i	nt	5%
Cc1ccc(-c2c[n+](CC(=O)c3cccs3)c3n2CCC3)cc1	-24%	9%	5%	-19%	?	-4%	i	?	-22%
COc1ccc(/C=C/C(=O)OCC(=O)Nc2ncc(Cl)cc2Cl)cc1	3%	1%	-7%	-16%	17%	4%	i	10	18%
CCOC(=O)c1c(NC(=O)c2nn(CC)cc2Br)c(C#N)nn1-c1ccccc1	1%	-1%	4%	-2%	16µM*	-8%	i	13	1%
CCN(CC(=O)Nc1ccccc1OC)Cc1csc(CC(=O)Nc2ccc(C)cc2)n1	-17%	?	?	-37%	-26%	-8%	i	-23	-7%
COCCOC(=O)C1=C(C)N=C2SCCC(=O)N2C1c1ccc(OC(=O)c2ccco2)cc1 (configuration not stated)	21%	0%	-6%	3%	26%	?	i	2	4%
O=C(C(=Cc1ccccc1)CN1CCCCC1)c1ccccc1	?	0.65µM*	2.9µM*	?	?	4.6µM*	8.4µM*	-104*	5.2µM*
CC(C)N1C/C(=C/c2cccnc2)C(=O)/C(=C/c2cccnc2)C1	6.5µM*	1.2µM*	?	-11%	15µM*	5.8µM*	?	-104*	?
O=C(Nc1ccccc1C(=O)O)c1cccc(NC(=O)c2ccco2)c1	18%	-2%	1%	31%	?	15%	i	8	2%
COc1ccc(-c2cnc(N)nc2-c2ccc(OC)cc2O)cc1	1%	15%	0%	2%	-2%	-15%	?	-73*	-8%
CC(C)[C@H](NC(=O)[C@H](Cc1ccccc1)n1c(=O)[nH]c2ccccc2c1=O)C(=O)N[C@@H](Cc1ccccc1)C(=O)O	-2%	8%	-14%	2%	0%	4%	i	-5	0%
CN(C)S(=O)(=O)N(Cc1ccc(Br)cc1)c1ccccc1	-1%[9.24 µM]	4%	-1%	-3%	-17%	-27%	i	33	-4%
CC(c1ccco1)N(C(=O)COc1ccc(Cl)cc1Cl)c1ccccn1 (configuration not stated)	?	6%	7%	58%[activator]	-1%	-2%[9.24 µM]	i	?	13%
O=C1CCCCCN1Sc1ccccc1	-27%	?	?	0%	-30%	-15%	i	-101*	?
O=C(Nc1csnn1)c1csnn1	2%	1%	3%	nt	-3%	7%	i	0	-2%
Fc1ccc(CNC(=S)Nc2ccc(Cl)cc2)cc1	?	?	-2%[9.22 µM]	-16%	3%	?	i	-16	-3%
Cc1ccc(-n2nc3c(=S)[nH]nc(C)c3c2C)cc1	-3%	4%	-2%	1%	-8%	6%	i	-9	-3%
CCCCN(C)CC(O)Cn1cc(/C=C/C(=O)c2cccs2)c2ccccc21 (configuration not stated)	0%	16µM*	23µM*	-19%	?	4%	i	-56*	?
CC(C)(C)NC(=O)C(c1ccc(F)cc1)N(C(=O)CCC(=O)Nc1ccccn1)C1CCCC1 (configuration not stated)	7%	-1%	-3%	2%	?	12%	i	-14	5%
COc1cc(NC(=O)CN(c2ccc(C)cc2)S(=O)(=O)c2c(C)n[nH]c2C)cc(OC)c1	-15%	3%	16%	0%	-6%	-22%	?	?	3%
CCC(OC(=O)CN1C(=O)C(=O)c2ccccc21)C(=O)Nc1ccc(S(N)(=O)=O)cc1 (configuration not stated)	5%	-3%	1%	2%	1%	2%	i	12	-5%
O=C(CN(c1ccccc1)S(=O)(=O)c1ccccc1[N+](=O)[O-])Nc1ccccc1C(=O)N1CCOCC1	0%	0%	2%	-1%	-5%	5%	i	-4	-7%
Cc1ccc(O)c(-c2cc(-c3ccccc3F)[nH]n2)c1	23µM*	?	12%	39%[activator]	-26%	21µM*	?	-10	?
COc1cc(Br)c(CNc2cc(C)ccc2C)cc1OC	-14%	?	10%	nt	?	-22%	i	23	?
Cc1ccc(S(=O)(=O)N2CCCCC2)cc1C(=O)NCCC1=CCCCC1	3%	?	-1%	-6%	?	-19%	?	-3	-10%
COc1ccc(-n2cc3ccc([N+](=O)[O-])cc3n2)cc1	-9%	?	13%	-12%	?	-11%	?	-5	5.8µM*
O=C1CC(c2ccccc2)Cc2nc(NCc3ccco3)ncc21 (configuration not stated)	-2%	14%	?	-5%	16µM*	-12%	i	7	-13%
CC(=O)c1c(C(=O)O)c2ccccc2[nH]c1=O	9%	8%	-28%	nt	4%	1%	i	0	9%
CSCCC(C)N1CCC(Oc2ccc(C(=O)NCc3ccccn3)cc2)CC1 (configuration not stated)	2%	nt	nt	nt	-11%	-1%	i	6	-1%
N#Cc1ccc(-c2ccc(OCC(=O)NCCCN3CCCC3=O)cc2)cc1	4%	0%	3%	15%	?	-5%	i	0	-16%
CCCN1C(=O)/C(=C/c2nc3ccccc3c(=O)[nH]2)c2cc(C)ccc21	-12%	?	?	37%	-1%	-7%	i	13	24%
